High-throughput results from PubChem BioAssay.
FN deposition inh = fibronectin deposition inhibition; AH1F fibroblasts, Alexa488-fibronectin deposition fluorescence, overnight; 350,000 compounds, 0.086% hits; inhibition, % at 12.6 µM; AID 743247;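 active = mean inhibition across replicates of 30% or more, regardless of how many single replicates reach that level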;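 note: positive control wells lacked labelled fibronectin entirely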
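Test system: AH1F fibroblast monolayer depositing Alexa488-labelled fibronectin into matrix. Input: 10000 cells per well. Technique: fluorescence, ex 485 nm, em 525 nm. Buffer or medium: DMEM plus 2% serum, read in PBS. Timing: 1 h cell adhesion before compound, then overnight fibronectin incubation. Compound: single dose, pinned. Read-out basis: inhibition from reduced deposited-fibronectin fluorescence.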
GSIS activator = primary screen for activators of insulin secretion dependent on glucose, INS-1E cells, GLuc reporter luminescence; INS-1E GLuc reporter insulin secretion, 2-3 h; activation, % at 16.6 µM; 370,000 compounds, 0.61% hits;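 active = lowest replicate activation of at least 40%, so every replicate reaches that level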;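 note: 0% = median of neutral control wells and 100% = median of IBMX positive control wells; some compounds called inactive have numbers as strong as hits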
Cneo AK release = Cryptococcus neoformans lysis via adenylate kinase release | 360,000 compounds, 0.2% hits | C. neoformans lysis, adenylate kinase release luminescence, 4 h; normalised: neutral wells 0, clomiphene wells 100 | lysis activity, % at 15 µM;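 active = mean lysis activity across replicates of at least 80%, whatever share of replicates individually reach that level; inactive = mean lysis activity below 80%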
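Test system: log-phase Cryptococcus neoformans yeast cells. Input: 5 × 10^6 yeast cells/mL. Medium: fresh YPD growth medium. Doses: single dose. Incubation: static 4 h at 37 °C with compound, 1 h detection. Measured by: luminescent adenylate kinase detection reagent. Read-out: signal increase indicating cell lysis. Benchmarks: Clomiphene.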
Statin myotox sup = protects C2C12 myotubes from simvastatin toxicity. ATP luminescence, 48 h; scaled: DMSO 0, geranylgeraniol control 100. rescue of ATP level, % at 7.49 µM. 330,000 compounds, 0.78% hits;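 active = mean ATP rescue above about 67%, or every replicate alone reaching that limit, limit read from the data, passing the limit was not always enough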;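 note: myotubes were challenged with 10 µM simvastatin during compound exposure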
PGC1a acetyl inh = lowers PGC1a acetylation signal in U2OS cells; AlphaScreen anti-acetyl-lysine; with virally co-expressed GCN5 acetyltransferase; inhibition, % at 15.6 µM; 350,000 compounds, 0.17% hits; AID 651687;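 active = every replicate shows inhibition of at least 40%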;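 note: 0% = neutral control wells and 100% = positive control wells; some results beyond the cut were filed as inactive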
F508del corr = CFTR F508del correction in bronchial cells; CFBE cells, YFP halide quenching; stimulated with forskolin plus potentiator P3; % fluorescence drop versus neutral controls; activity (quench increase), % at 7.58 µM; 350,000 compounds, 0.36% hits; AID 720511;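 active = mean added fluorescence quench of at least 8% versus neutral control, with both replicates also reaching 8%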;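 note: cells transiently co-express mutant CFTR-F508del with the halide-sensitive YFP; corrector assay measuring rescue of mutant channel to the surface after 24 h compound exposure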
PglD inh = blocks C. jejuni PglD acetyltransferase activity | purified PglD enzyme, DTNB colorimetric CoA detection | inhibition, % at 12.5 µM | 360,000 compounds, 0.098% hits | AID 602405; in the data active = inhibition above about 16%, passing the limit was not always enough; note: strong numbers were not always called active
miR122 inh = miR-122 inhibition in Huh7 cells. Huh7 miR-122 Renilla luciferase sensor, 48 h; neutral wells = 0, positive control = 100. activation (reporter increase), % at 12.5 µM. 340,000 compounds, 0.3% hits;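 active = mean replicate activation score at least 90 and every replicate individually at or above 90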;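 note: higher luciferase means less miR-122 activity so hits act as miR-122 inhibitors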
* = called active by the depositor; x = not tested or not shown; & = joins results of further samples; [ ] = another dose, or the depositor's remark.

SMILES	FN deposition inh	GSIS activator	Cneo AK release	Statin myotox sup	PGC1a acetyl inh	F508del corr	PglD inh	miR122 inh
C[C@@H]1CN([C@H](C)CO)C(=O)Cc2cc(NC(=O)Nc3ccc4c(c3)OCO4)ccc2O[C@H]1CN(C)Cc1ccncc1	x	10	-5	3	-5	0.2	-2	-1[16.7 µM]
CO[C@@H]1CN(C)C(=O)c2cc(NC(=O)C3CCCC3)ccc2OC[C@@H](C)N(S(C)(=O)=O)C[C@@H]1C	0	1	0	10	7	0.5	-1	3[16.7 µM]
C/C(Cc1ccccc1)=N\NC(=O)CNC(=O)c1ccccc1O	2	-29	2	4	12	3.6	6	2
CCC(=O)N(C)C[C@H]1Oc2cc(-c3cccc(F)c3)ccc2S(=O)(=O)N([C@H](C)CO)C[C@H]1C	x	11	-2	-5	1	0.9	0	-10[16.7 µM]
COc1ccc2c(c1)OC[C@H]1[C@H]2N2C(=O)CN(Cc3ccc(F)cc3)C(=O)[C@@]2(C)[C@H]1c1ccccc1	-3	-16	-4	-6	-18	3.5	-1	-2
C[C@@H]1CN([C@H](C)CO)C(=O)Cc2cc(NS(=O)(=O)c3ccccc3)ccc2O[C@H]1CN(C)C(=O)Nc1cccc2ccccc12	x	13	-3	7	8	0.7	-1	16[16.7 µM]
CN(C(=O)COC(=O)/C=C/c1cn(-c2ccccc2)nc1-c1ccc2c(c1)OCCO2)C1CCS(=O)(=O)C1 (stereo not given)	-13	14	x	x	-28	2.1	x	x
Cc1c(-c2ccn[nH]2)cc(NC(=O)c2ccc(Cl)cc2)c(=O)n1N	1	4	x	x	0	-2.4	x	9
Cc1cnc(C(=O)OC(C)C(=O)Nc2ccc(Cl)cn2)cn1 (stereo not given)	4	-2	0	-2	x	-0.4	2	x
O=C(OCC(=O)c1c[nH]c2ccccc12)c1cncc(Br)c1	8	-4	-2	3	x	2.1	4	x
COc1cc2[nH]c(C(=O)N3CCC(Cc4ccccc4)CC3)cc2c(OC)c1OC	-7	-22	-1	6	-5	-5.0	3	-5
CCOc1ccc(C(=O)Nc2cccc(C(C)=O)c2)cc1[N+](=O)[O-]	1	-4	-1	-2	-4	-2.0	-4	-6
Cc1ccc(-c2nnc(SCC(=O)NC3CC3)n2N)cc1	0	-3	-1	x	7	1.3	2	-13
O=C(C[C@@H]1CC[C@H]2[C@@H](COC[C@H](O)CN2Cc2ccc(Oc3ccccc3)cc2)O1)N1CCCCC1	7	-33	0	35	-11	-1.6	-1	-6[16.7 µM]
Cc1ccc(NC(=O)C(=O)NCC2CCCN2S(=O)(=O)c2cccs2)cc1 (stereo not given)	6	-11	0	-2	7	-1.4	0	4
CN(C)c1ccc2c(c1)[C@H]1C[C@H](CC(=O)NCc3ccccn3)O[C@H](CO)[C@H]1O2	-7	-10	-8	-2	-9	1.4	-1	-4[16.7 µM]
O=C(C[C@H]1CC[C@H]2[C@@H](COC[C@@H](O)CN2Cc2ccc(Cl)cc2)O1)NCc1ccccc1Cl	12	0	-1	28	1	-1.0	0	-8[16.7 µM]
COc1ccc(NC(=S)Nc2ccc(C)c(Cl)c2)cc1OC	-1	15	2	-6	x	-1.7	2	-2
Cc1cc(C)n(C(=O)c2ccc(C)o2)n1	6	x	2	x	0	x	1	0
COc1ccccc1CNC(=O)c1oc2ccccc2c1C	x	4	-2	18	x	-0.9	-2	3
C[C@H](CO)N1C[C@H](C)[C@H](CN(C)C(=O)C2CCCCC2)Oc2ncc(C#Cc3cccc(F)c3)cc2C1=O	x	-17	14	2	3	2.0	1	5[16.7 µM]
CC(C)NC(=O)N(C)C[C@H]1Oc2cc(-c3ccncc3)ccc2S(=O)(=O)N([C@H](C)CO)C[C@@H]1C	-3	12	-16	1	-12	-4.0	-2	7[16.7 µM]
CCC(=O)N1CCCCN2[C@H](CO)[C@@H](c3ccc(-c4ccc(F)cc4)cc3)[C@@H]2C1	x	-27	0	8	-4	-0.9	-3	-6[16.7 µM]
N[C@@H](CO)c1nnc([C@H](CCC(=O)O)NC(=O)C2CCNCC2)o1	8	13	1	5	7	-1.9	-2	1
CC1CCCCN1S(=O)(=O)c1ccc(S(=O)(=O)N2CCN(c3ccc(F)cc3)CC2)cc1 (stereo not given)	x	-13	5	-54	x	x	-7	2
CCCN1CCC(=O)N([C@H](CO)CC(C)C)CC1	-8	-6	5	8	x	-1.7	4	-18
CSc1nc(NCCOCCO)c2sc3nc(-c4ccco4)c4c(c3c2n1)CCC4	x	16	0	x	-3	x	6	-3
COc1cc(OC)cc(C(=O)NC(C(=O)Nc2ccc3nc(C)sc3c2)C(C)C)c1 (stereo not given)	-6	-20	-2	18	0	0.5	1	-2
O=C(NC1CCN(Cc2ccccc2)CC1)C1COc2ccccc2O1 (stereo not given)	5	x	-6	14	-1	x	-1	7
Cc1cc(NS(=O)(=O)N(C)C)ccc1C(C)C	-4	x	0	x	-21	x	3	-2
CCO/C=C1\C(=O)N(c2ccc(OCC)cc2)C(=O)c2ccccc21	1	-4	2	1	1	-0.3	-3	-5
O=C(O)c1cc(-c2ccccc2Cl)n(-c2cccc(Cl)c2)n1	-9	-43	-1	-4	4	-0.9	10	-3
COc1ccc(Nc2ncnc3ccc(Br)cc23)c(OC)c1	6	0	-5	-3	x	-1.2	-4	-18
CCN(CC)S(=O)(=O)c1cc(NC(=O)CCNC(=O)c2ccccc2Cl)ccc1C	2	-7	x	3	x	x	x	-6
O=C(C[C@H]1C=C[C@@H](NC(=O)Nc2ccccc2F)[C@H](CO)O1)NCc1ccc(Cl)cc1	x	0	-7	5	-5	1.6	-1	x
Cc1cc(C(=O)Nc2cccc3c2O[C@@H](CN(C)Cc2ccncc2)[C@@H](C)CN([C@H](C)CO)C3=O)n(C)n1	x	7	50	13	7	-0.1	2	32[16.7 µM]
O=C(c1cccc(NS(=O)(=O)c2ccc(F)cc2)c1)N1CCN(c2ccccc2)CC1	3	-47	0	16	-6	-2.4	3	4
O=C(NCCN1CCCC(O)C1)c1cc(COc2ccc(F)cc2Cl)on1 (stereo not given)	-1	10	x	2	6	-1.1	x	-6
CSc1nc2sc3c(c2c(=O)n1C)CCC(C)C3 (stereo not given)	x	-6	-12	41	3	x	-3	-2
Cc1c(C)n2c(SCC(=O)N3CCCCCC3)nnc2[nH]c1=O	1	-14	x	14	-1	-4.0	x	6
CN1C(=O)c2cc(NC(=O)Cc3ccccc3)ccc2OC[C@@H]2O[C@@H](CC(=O)O)CC[C@H]21	0	5	1	22	5	-0.5	1	-58[16.7 µM]
COc1ccc(Cn2c(C)nnc2-c2cnn(C)c2N)cc1OC	-7	13	x	x	0	0.7	x	-3
Cc1nnc(SCC(=O)NC2CCCCC2)n1-c1ccccc1	6	13	1	-4	2	-3.2	x	1
Cc1cccc(OCCCOc2cccc3cccnc23)c1C	x	x	49	1	-13	x	-3	1
COc1cccc(CN2CCC2(C)C(=O)Nc2ccc(Cl)c(Cl)c2)c1F (stereo not given)	0	-34	-2	3	1	-3.0	-1	1
COc1ccc(CCNC(=O)CN(c2cc(C)cc(C)c2)S(=O)(=O)c2c(C)noc2C)cc1OC	-21	-9	0	-4	3	0.5	1	-2
Cc1ccc(C)c(/C(O)=C2/C(=O)C(=O)N(CCN3CCOCC3)C2c2ccc(C)o2)c1 (stereo not given)	x	x	-1	26	-3	x	4	5
CC(C)=CCOc1ccc2c(C)c(CCC(=O)N3C[C@H]4C[C@@H](C3)c3cccc(=O)n3C4)c(=O)oc2c1C	x	-24	-1	3	7	2.6	0	2
O=C(Nc1cc(F)ccc1F)N[C@@H]1C=C[C@H](CC(=O)N2CCc3ccccc3C2)O[C@H]1CO	-9	-17	-2	17	11	0.5	1	4[16.7 µM]
COc1ccc(NC(=O)Nc2ccc3c(c2)C(=O)N([C@H](C)CO)C[C@@H](C)[C@H](CN(C)Cc2ccccc2)OCCCC[C@H](C)O3)cc1	-2	5	1	x	-6	-0.3	-2	-10[16.7 µM]

5 structures already listed, sorted by length of the SMILES, rising:
SMILES	FN deposition inh	GSIS activator	Cneo AK release	Statin myotox sup	PGC1a acetyl inh	F508del corr	PglD inh	miR122 inh
Cc1nnc(SCC(=O)NC2CCCCC2)n1-c1ccccc1	6	13	1	-4	2	-3.2	x	1
Cc1ccc(C)c(/C(O)=C2/C(=O)C(=O)N(CCN3CCOCC3)C2c2ccc(C)o2)c1 (stereo not given)	x	x	-1	26	-3	x	4	5
CN1C(=O)c2cc(NC(=O)Cc3ccccc3)ccc2OC[C@@H]2O[C@@H](CC(=O)O)CC[C@H]21	0	5	1	22	5	-0.5	1	-58[16.7 µM]
CC(C)=CCOc1ccc2c(C)c(CCC(=O)N3C[C@H]4C[C@@H](C3)c3cccc(=O)n3C4)c(=O)oc2c1C	x	-24	-1	3	7	2.6	0	2
COc1ccc(NC(=O)Nc2ccc3c(c2)C(=O)N([C@H](C)CO)C[C@@H](C)[C@H](CN(C)Cc2ccccc2)OCCCC[C@H](C)O3)cc1	-2	5	1	x	-6	-0.3	-2	-10[16.7 µM]

Next section
SMILES	FN deposition inh	GSIS activator	Cneo AK release	Statin myotox sup	PGC1a acetyl inh	F508del corr	PglD inh	miR122 inh
CCOC(=O)c1c(C)[nH]c(C=Nc2ccc(OC)cc2)c1O	x	-3	-8	-2	3	x	x	12
COCC#Cc1cnc2c(c1)C(=O)N([C@H](C)CO)C[C@@H](C)[C@H](CN(C)C(=O)Cc1ccncc1)O2	-1	27	-3	-11	3	-1.1	-4	0[16.7 µM]
CC(C)c1ccc(S(=O)(=O)N2CCN(CCC(=O)Nc3ccc(N(C)C)cc3)CC2)cc1	x	x	-2	9	-2	x	-5	0
C[C@@H]1CN([C@H](C)CO)C(=O)c2cc(Br)cnc2O[C@H]1CN(C)C(=O)Nc1ccccc1F	2&-7	-15&22	1&-3	-1&8	9&5	2.9&-1.2	0&-1	-4
C[C@@H]1CN([C@@H](C)CO)C(=O)c2cc(C#CCN(C)C)cnc2O[C@@H]1CN(C)S(=O)(=O)c1ccccc1	-15	4	-1	-26	-3	-1.1	-4	2[16.7 µM]
Oc1ccccc1Nc1nc(-c2ccccc2O)nc2ccccc12	5	11	1	3	-25	-2.1	1	-6
COCCNC(=O)C[C@H]1C[C@@H]2c3cc(NC(=O)C4CCC4)ccc3O[C@@H]2[C@H](CO)O1	x	4	103*	-6	-17	0.2	4	43[16.7 µM]
O=C(NC12CC3CC(CC(C3)C1)C2)c1cccc(OC(F)F)c1	0	-35	-5	0	-3	3.0	-5	2
COc1ccccc1NS(=O)(=O)c1cc(-c2cc(C)no2)ccc1OC	0	15	3	-6	-6	1.4	3	53
O=C(COC(=O)c1ccccc1OCc1ccc(Cl)cc1)NCC1CCCO1 (stereo not given)	1	-22	-17	2	7	1.8	-5	2
CCN(CC)S(=O)(=O)c1ccc(OC)c(NC(=O)c2cccc(C)c2[N+](=O)[O-])c1	-2	-16	1	-5	-9	2.2	4	-4
O=C(NC1CCN(Cc2ccccc2)CC1)c1cc(-c2ccccn2)nc2ccccc12	8	x	6	1	13	x	5	4
CCn1cc(CN2CCCC(CNS(=O)(=O)c3ccc(OC)cc3)C2)cn1 (stereo not given)	-6	16	0	x	x	-1.6	1	x
COc1ccc(NC(=O)CCN2C(=O)NC3(CCCC3)C2=O)cc1Cl	-3	7	0	1	x	-1.4	3	x
COc1ccccc1NS(=O)(=O)c1ccc2oc(=O)ccc2c1	-3	-3	0	-36	6	-1.9	-2	10
